From PubChem BioAssay
CRFR2-BP antag: CRF-BP/CRF-R2 complex antagonism; HEK293 CRF-R2/CRF-BP, CRF-induced calcium fluorescence; inhibition, % at 11.8 µM; 350,000 tested, 0.59% active; AID 588475;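 active = inhibition of the ligand-induced calcium signal above about 50% at the single tested concentration, limit read from the data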
IDE inh: cellular human IDE inhibition; P14735; HEK cells, FAbetaB cleavage, fluorescence polarization; inhibition, % at 5.59 µM; 320,000 tested, 0.41% active;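 active = percent inhibition above the average of all tested compounds plus 3 SD, set per screening campaign, cut at about 16% in these data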;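 note: IDE supplied by intact live HEK cells; FP after avidin binding of uncleaved biotin substrate so inhibition keeps polarization high; 0% = DMSO wells and 100% = 60 µM reference IDE inhibitor Ii1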
Target sequence (P14735 whole entry, looked up): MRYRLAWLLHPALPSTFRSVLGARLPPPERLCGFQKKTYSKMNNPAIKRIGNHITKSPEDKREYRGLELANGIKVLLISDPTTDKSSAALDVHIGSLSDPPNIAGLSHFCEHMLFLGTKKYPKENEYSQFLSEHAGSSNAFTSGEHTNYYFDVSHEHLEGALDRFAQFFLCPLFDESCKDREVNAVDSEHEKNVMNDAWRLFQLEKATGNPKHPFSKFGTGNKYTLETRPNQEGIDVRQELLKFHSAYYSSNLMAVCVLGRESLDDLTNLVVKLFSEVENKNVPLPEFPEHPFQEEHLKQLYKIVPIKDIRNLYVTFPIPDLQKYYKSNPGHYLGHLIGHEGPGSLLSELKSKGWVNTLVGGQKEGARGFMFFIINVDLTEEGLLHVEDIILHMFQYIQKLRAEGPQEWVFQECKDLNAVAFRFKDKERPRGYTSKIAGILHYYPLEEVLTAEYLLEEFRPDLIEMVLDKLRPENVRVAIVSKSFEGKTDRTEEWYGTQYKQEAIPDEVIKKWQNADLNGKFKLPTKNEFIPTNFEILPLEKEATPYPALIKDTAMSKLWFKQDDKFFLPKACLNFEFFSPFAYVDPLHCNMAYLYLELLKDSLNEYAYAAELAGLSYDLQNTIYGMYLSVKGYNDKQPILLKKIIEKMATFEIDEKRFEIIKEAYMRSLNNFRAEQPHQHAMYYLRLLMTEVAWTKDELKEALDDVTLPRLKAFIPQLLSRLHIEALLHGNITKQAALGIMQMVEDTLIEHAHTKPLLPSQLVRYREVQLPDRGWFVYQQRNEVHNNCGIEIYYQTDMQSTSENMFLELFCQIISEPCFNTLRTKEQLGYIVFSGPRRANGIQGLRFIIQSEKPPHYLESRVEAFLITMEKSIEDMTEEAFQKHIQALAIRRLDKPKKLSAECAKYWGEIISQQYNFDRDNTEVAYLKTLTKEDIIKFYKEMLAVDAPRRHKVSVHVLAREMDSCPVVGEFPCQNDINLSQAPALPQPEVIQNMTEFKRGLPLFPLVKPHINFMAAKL
IMP-1 inh: blocks Pseudomonas aeruginosa IMP-1 metallo-beta-lactamase | purified IMP-1, nitrocefin hydrolysis, epi-absorbance fluorescence | inhibition, % at 5.6 µM | 290,000 tested, 0.45% active;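 active = inhibition above the mean plus 3 SD of all compounds in the same screening run, cut at about 4.5% in these data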;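 note: 0% = IMP-1 with DMSO and 100% = DMSO wells lacking enzyme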
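Test system: recombinant IMP-1 enzyme, purified / Medium: HEPES buffer pH 7.1 with ZnSO4 and Brij 35 / Doses: single dose, 5.6 µM / Times: 25 °C, 15 min preincubation, 25 min reaction / Detection: Epi-absorbance via hydrolysed-nitrocefin quenching of white-plate fluorescence, 480/530 nm, EDTA stop / Evaluation: percent inhibition from optical density relative to buffer-blank wells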
GalR3 antagonist: antagonists of human GalR3. HEK293 GalR3-CNG cAMP membrane potential fluorescence; galR3 body fused to GalR1 C-terminus. inhibition, % at 3 µM. 360,000 tested, 0.44% active;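 active = inhibition above the screen-wide average plus 3 SD, cut at about 13% in these data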;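 note: forskolin and galanin both at EC90 stimulate the cells; cAMP rise reported by CNG channel membrane potential dye signal; 0% = forskolin plus galanin with DMSO and 100% = forskolin alone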
pCIP destab: compounds decreasing mouse p/CIP protein stability. Q05BA5. 290,000 tested, 0.01% active. F442A p/CIP-EGFP cells, EGFP fluorescence, 16 h. decrease of EGFP signal, % at 10 µM;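 active = EGFP signal decrease of at least 30% at 10 µM or well 3 SD below plate mean, unless failing retest; inactive = the rest, including hits failing retest or dose response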; note: some compounds called inactive have numbers as strong as hits; many of its hits are not listed in these tables
IDE cell activ: IDE (human) activation, cell-based; 340,000 tested, 0.073% active; HEK cells, FAbeta-B cleavage, fluorescence polarization; 0% vehicle, 100% cell-free pure enzyme wells; P14735; AID 493087; activation, % at 5.96 µM;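 active = activation above the mean of all tested compounds plus 3 SD, set per screening campaign, cut at about 17% in these data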
NS3 helicase inh: inhibitors of Hepatitis C virus NS3 helicase; NS3 helicase DNA unwinding, Cy5 molecular beacon fluorescence; inhibition, % at 10.9 µM; 290,000 tested, 0.56% active; AID 1800;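 active = inhibition above the mean of all tested compounds plus 3 SD, set per campaign, cut at about 35% in these data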;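 note: 0% = DMSO wells and 100% = thioflavine S control wells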
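Material: hepatitis C virus NS3 helicase domain fragment enzyme; measured by: Cy5 fluorescence, 0 and 60 min reads; control set: DMSO and thioflavine S; incubation: 60 min unwinding reaction at 25 °C after ATP addition; read-out basis: % inhibition from 60/0 min fluorescence ratio, DMSO 0%, thioflavine S 100%; repeats: singlicate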
VIM-2 inhibitor: blocks Pseudomonas aeruginosa VIM-2 metallo-beta-lactamase; purified VIM-2, nitrocefin hydrolysis, epi-absorbance fluorescence; inhibition, % at 5.6 µM; 290,000 tested, 0.89% active;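 active = inhibition above the mean of all tested compounds plus 3 SD, cutoff set per screening run, cut at about 7.5% in these data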;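 note: red hydrolysis product quenches plate fluorescence so inhibitors raise well fluorescence; 0% = enzyme with DMSO and 100% = DMSO without enzyme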
UBC9 SUMO inh: SUMOylation inhibition; P63279; HTRF SUMOylation assay, SAE1/SAE2 + UBC9, in vitro; inhibition, % at 35 µM; 290,000 tested, 0.36% active; AID 2006; in the data active = inhibition above about 50%, passing the limit was not always enough; note: strong numbers were not always called active
Starred values were filed as active, the others as inactive; / = no result given.

Structure	CRFR2-BP antag	IDE inh	IMP-1 inh	GalR3 antagonist	pCIP destab	IDE cell activ	NS3 helicase inh	VIM-2 inhibitor	UBC9 SUMO inh
CC1=Nc2ccc(C)cc2/C1=C/c1c(N)n2c(S(=O)(=O)C(C)C)nsc2nc1=O	41	/	-1.4	-6	-12	-4	33	-5.0	25
O=C(Nc1ccccc1C(F)(F)F)N1CCCC1c1cccnc1 (centres undefined)	-7	3	-3.2	-4	-10	5	9	1.2	10
Cc1cccn2c(=O)c3cc(C(=O)NCCN4CCOCC4)c(=N)n(Cc4ccc(F)cc4)c3nc12	8	0	-1.2	-7	1	1	-19	6.1	11
CN(C)S(=O)(=O)c1ccc(S(=O)(=O)N(Cc2ccco2)Cc2ccccc2Cl)cc1	-119	-6	-3.1	/	-5	3	-4	-2.3	7
CCOc1ccc(CN(C)C(=O)c2cccnc2SC)cc1OC	43	10	-2.6	-6	-6	2	0	-2.6	13
CSc1nc(-c2ccco2)cc(C(F)(F)F)c1C#N	13	6	-2.7	-4	-3	3	2	-0.1	11
Cc1ccc(NC(=O)CCOc2ccccc2)c(C)c1	15	/	-1.6	/	2	1	-11	0.7	12
Cc1cc(=O)oc2cc(NC(=O)c3cccc(Br)c3)ccc12	4	0	0.3	-2	1	-7	4	0.0	7
COc1cccc(C(CNC(=O)C(c2ccccc2)c2ccccc2)N(C)C)c1 (centres undefined)	-7	1	-1.4	-12	-11	1	-17	-1.6	9
CCOc1ccc(NC(=O)c2ccccc2C(=O)c2ccccc2)cc1OCC	8	1	-1.9	-3	-3	5	-13	-1.8	3
COC(=O)C1=C(C)N(Cc2ccccc2)C(=O)N[C@H]1c1cccs1	4	-1	/	-5	-9	7	/	/	20
Cc1ccc(-c2nc(-c3ccncc3)no2)cc1Cl	40	6	-4.9	-8	-18	0	-3	-1.9	-4

One compound at a time, from the list above. Order of values: CRFR2-BP antag | IDE inh | IMP-1 inh | GalR3 antagonist | pCIP destab | IDE cell activ | NS3 helicase inh | VIM-2 inhibitor | UBC9 SUMO inh
`CN(C)S(=O)(=O)c1ccc(S(=O)(=O)N(Cc2ccco2)Cc2ccccc2Cl)cc1` across the screens: -119 | -6 | -3.1 | / | -5 | 3 | -4 | -2.3 | 7
`CCOc1ccc(NC(=O)c2ccccc2C(=O)c2ccccc2)cc1OCC` across the screens: 8 | 1 | -1.9 | -3 | -3 | 5 | -13 | -1.8 | 3

Other entries.
Structure	CRFR2-BP antag	IDE inh	IMP-1 inh	GalR3 antagonist	pCIP destab	IDE cell activ	NS3 helicase inh	VIM-2 inhibitor	UBC9 SUMO inh
Cc1ccc(S(=O)(=O)N(C)Cc2cc3cc(C)ccc3[nH]c2=O)cc1	-15	2	-1.7	4	7	4	-14	0.4	-15
Cc1[nH]nc(SCC(=O)Nc2ccc(C#N)cc2)c1[N+](=O)[O-]	14	0	-1.6	-7	-6	-5	8	-0.1	-6
COc1cccc(C(O)c2nc3ccccc3n2C(C)C)c1OC (centres undefined)	-1	3	0.8	-8	-5	-3	27	-0.3	-6
CC(=O)c1ccc(S(=O)(=O)Nc2cc3c(cc2C(C)=O)OCO3)cc1	-4	0	-0.9	-2	-34	0	-3	2.9	15
O=C(O)CC1S/C(=N/N=C/c2ccc(-c3ccccc3[N+](=O)[O-])o2)NC1=O (centres undefined)	2	2	-4.3	-2	-9	2	10	-4.9	25
O=C(c1cccc(F)c1)N1CCN(c2cccc(Cl)c2)CC1	0	-2	-3.7	-2	-6	3	-6	-4.7	0
CC(=O)c1c(O)c2ccccc2n(C)c1=O	-8	1	-2.0	-2	-10	2	17	-2.1	4
CSc1ccc(CN2CCC(Oc3cccc(C(=O)N4CCCC4)c3)CC2)cc1	-3	2	-2.2	0	14	-1	-35	-2.2	10
NC(=O)N/N=C/C=C/c1ccc(F)cc1	1	-6	-1.8	-3	4	-1	-1	-1.1	10
O=C(CCCCC(=O)NCCCc1ccccc1)NCCCc1ccccc1	6	1	-1.1	-6	4	-1	-7	-1.0	6
O=C1c2ccccc2CCC1C(O)c1ccccn1 (centres undefined)	11	-2	-2.8	-2	15	6	3	-1.4	-16
CCOc1ccc(N2C(=O)CN(CC(=O)OC)C2=S)cc1	22	-7	-2.1	-1	7	2	15	-1.3	0
COc1ccc(-c2cc(-c3ccc(Br)cc3)nc3ncnn23)cc1OC	-15	2	-4.6	-3	0	7	-2	-4.5	21
Cc1ccc(S(=O)(=O)/N=C(/NC(=S)Nc2cccc(C)c2)c2ccccc2)cc1	8	7	0.7	-3	-11	4	2	-2.1	17
CN1CCC(Oc2ccccc2Sc2ccc(C(F)(F)F)cc2)CC1	-12	-1	-3.5	0	-15	2	-67	-2.9	-9
O=C(Nc1c2n(c(=S)n(-c3ccccc3)c1=O)CCCCC2)c1ccccc1	14	3	-1.7	-3	11	4	0	-1.8	-30
CCOc1ccc(Nc2nc(Cc3nnc(SCC(=O)NCc4ccco4)n3CC)cs2)cc1	17	3	-2.5	-5	-10	2	29	-5.7	-1
Cn1nc(C(=O)NCc2ccccc2)c2ccccc2c1=O	0	-3	-2.2	-5	-18	3	2	-2.3	25
COc1ccc2nc(N3CCCCC3)c(/C=C3\SC(=S)NC3=O)cc2c1	42	-4	-2.3	0	-8	-3	1	-3.2	49
CCOc1ccc(CN2CCN(Cc3c[nH]c4ccccc34)CC2)cc1	-10	1	0.8	-6	3	6	-65	0.3	1
CC(=O)/C(C#N)=C1\NC(=O)C(Cc2ccc(C)c(Cl)c2)S1 (centres undefined)	17	1	-3.5	-3	-4	1	13	-2.4	19
CC1(C)C(=O)C2(CCCCC2)C(=O)OC1c1ccc(O)cc1 (centres undefined)	-12	6	0.6	/	-14	3	4	-2.6	13
O=C(Nc1nnc(COc2ccc(F)cc2)s1)c1ccco1	-24	2	-3.0	2	-10	/	-3	-2.6	29
CCOC(=O)c1sc(Nc2ccc(C)cc2C)nc1C	-43	0	-7.0	-7	-7	3	-2	-1.9	5
Cc1ccc(CNC(=O)c2ccc(Cl)cc2[N+](=O)[O-])cc1	11	-2	-1.1	-1	16	-1	-5	-2.3	18
COc1ccc(-c2noc(Cc3ccc(Cl)cc3)n2)cc1OC	1	-3	-1.3	2	-8	-6	-9	0.8	7
COC(=O)c1sc(=S)n(-c2cc(F)ccc2F)c1N	-14	2	-3.5	-1	6	0	-5	-2.2	-6
Cc1cccn2cc(CSc3nnc(Nc4ccc(C(C)C)cc4)s3)nc12	-26	-1	-2.6	-2	-12	-1	-10	-3.1	-18
Cc1cccc(NC(=O)C2(c3ccccc3)CC2(Cl)Cl)c1 (centres undefined)	16	3	-2.4	-5	-10	-1	-4	-1.6	-19
C/C(=N/NC(=O)c1sc(NS(=O)(=O)c2ccccc2)nc1C)c1ccccc1	-16	4	-4.2	1	14	0	16	-2.1	6
CC(NC(=O)OC(C)(C)C)C(=O)Oc1ccc2ccc(=O)oc2c1 (centres undefined)	8	-2	-2.2	1	6	7	6	-2.5	52*
FC(F)(F)c1ccc(Sc2n[nH]c(C(F)(F)F)n2)nc1	-7	2	-4.6	-4	-13	1	9	-2.2	0
CC(C)CC1(C)NC(=O)N(CC(=O)Nc2ccc3c(c2)CCC3)C1=O (centres undefined)	-2	1	-1.3	-6	-1	2	3	-1.9	6
CCCOc1ccc(C(CC(=O)O)NC(=O)c2sc3ccccc3c2Cl)cc1 (centres undefined)	4	6	-2.0	2	-17	6	19	-1.1	12
Nc1ccc2c(c1)OC1(CCCCC1)O2	-1	/	-0.6	-1	0	6	5	0.0	-6
CN1CCN(C(=O)/C=C/c2cccc(Cl)c2)CC1	-2	2	-2.7	-1	-10	4	1	-1.8	19

Shown with values under each structure: part of the list above
Values in the order: CRFR2-BP antag	IDE inh	IMP-1 inh	GalR3 antagonist	pCIP destab	IDE cell activ	NS3 helicase inh	VIM-2 inhibitor	UBC9 SUMO inh
> Cc1ccc(CNC(=O)c2ccc(Cl)cc2[N+](=O)[O-])cc1
 : 11	-2	-1.1	-1	16	-1	-5	-2.3	18
> COc1ccc(-c2noc(Cc3ccc(Cl)cc3)n2)cc1OC
 : 1	-3	-1.3	2	-8	-6	-9	0.8	7

More compounds
Structure	CRFR2-BP antag	IDE inh	IMP-1 inh	GalR3 antagonist	pCIP destab	IDE cell activ	NS3 helicase inh	VIM-2 inhibitor	UBC9 SUMO inh
COCCn1c(SCC(=O)N2CC(=O)Nc3ccccc32)nc2ccccc21	6	0	-2.7	-4	-6	2	7	-2.3	10
COc1ccccc1-n1cc(-c2ccc([N+](=O)[O-])cc2)[nH]c1=S	-2	-1	-2.9	-1	-7	-1	-1	-4.4	18
Nc1nc(-c2ccc3c(c2)CCO3)cs1	-3	-3	-2.6	2	-10	3	-22	2.3	20
Cc1nc(N)nc(N/N=C/c2ccccc2)n1	-6	-1	-1.7	1	4	0	-4	-3.4	21
Cc1cccc(-n2c(SCC(=O)N3CCCC3)nnc2-c2ccccn2)c1C	0	-1	-4.4	1	-9	-4	14	-2.9	22
COC(=O)c1ccc(Cn2c(CN3CCOCC3)nc3ccccc3c2=O)o1	8	3	1.1	-1	3	0	1	-3.0	0
COc1ccc(C(=O)NC(=S)N2CCCCC2c2cccnc2)cc1OC (centres undefined)	-6	5	-4.0	1	1	3	27	-3.1	-4
c1ccc2c(N3CCCCC3)nnc(N3CCCCC3)c2c1	/	/	-3.9	/	-16	/	5	-1.1	32
CN(C(=O)COc1cccc(C#N)c1)C1CCS(=O)(=O)C1 (centres undefined)	2	3	/	-4	/	1	/	/	/
CC(=O)Nc1ccc(S(=O)(=O)Nc2ccc3c(c2)CCC3)cc1	9	3	-2.4	-10	-30	4	3	-1.3	-4
Cc1nccn1-c1c([N+](=O)[O-])c(=O)n(C)c2ccccc12	4	6	-3.8	-2	0	14	16	0.5	7
CCOc1ccccc1NC(=O)c1cccc(NC(=O)C(C)C)c1	-5	0	-1.3	-3	3	5	-10	-0.6	4
Nc1cc(C(F)(F)F)ccc1NCCc1ccccn1	-16	4	-2.9	-9	0	8	9	1.7	-11
COCCN(C(=O)c1ccccc1F)c1c(N)n(Cc2ccccc2)c(=O)[nH]c1=O	5	2	0.2	-5	-6	5	-1	2.2	10
CC1(C)Cc2c(sc3ncn(N)c(=N)c23)CO1	-18	4	-3.2	2	-1	5	7	-0.9	9
Cc1ccc2cc(C(c3nnnn3CC3CCCO3)N3CCCC4(CCCCC4)C3)c(=O)[nH]c2c1 (centres undefined)	-15	/	-3.4	-6	/	4	-5	-3.2	/
COc1ccc(OCc2cc(C(=O)NCC(C)(C)N3CCOCC3)no2)c(Cl)c1	1	7	-1.3	-1	-17	-2	-11	0.2	13
Cn1c(N)c(C(=O)CSc2nnc(C3CC3)n2-c2ccccc2)c(=O)[nH]c1=O	-6	4	/	1	/	-2	/	/	/
CCOC(=O)c1sc(NC(=O)CSc2nc(C)cc(C(F)(F)F)n2)c(C#N)c1C	16	-7	-1.2	4	-7	-8	-5	-1.7	13
CCn1cc(C(=O)N2CC(C)CC(C)C2)c(=O)c2cc(S(=O)(=O)N(C)C)ccc21 (centres undefined)	15	-3	0.6	4	-4	2	-3	-1.4	5
